# hcGAS lum = blocks human cGAS activity. Q8N884. recombinant h-cGAS, ATP depletion, Kinase-Glo luminescence. inhibition, % at 12.5 µM. 0.081% of 290,000 active. AID 1259398;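 also: 0% = vehicle reaction and 100% = reaction without DNA for no activity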
# Target sequence (Q8N884 whole entry, looked up): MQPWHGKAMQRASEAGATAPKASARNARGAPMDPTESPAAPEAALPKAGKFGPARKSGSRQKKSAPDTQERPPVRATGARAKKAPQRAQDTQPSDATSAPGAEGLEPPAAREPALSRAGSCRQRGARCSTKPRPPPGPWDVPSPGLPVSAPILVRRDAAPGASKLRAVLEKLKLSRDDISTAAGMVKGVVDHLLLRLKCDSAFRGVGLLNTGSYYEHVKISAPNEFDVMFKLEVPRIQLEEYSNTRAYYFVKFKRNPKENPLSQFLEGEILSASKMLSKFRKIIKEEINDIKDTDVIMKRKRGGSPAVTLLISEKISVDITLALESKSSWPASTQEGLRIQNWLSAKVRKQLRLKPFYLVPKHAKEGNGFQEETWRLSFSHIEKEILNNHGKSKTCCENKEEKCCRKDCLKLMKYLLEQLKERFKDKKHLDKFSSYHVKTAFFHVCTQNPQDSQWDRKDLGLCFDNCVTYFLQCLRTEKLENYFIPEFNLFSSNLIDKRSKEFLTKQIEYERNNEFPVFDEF
# NPYLR7 agonist = mosquito NPYLR7 agonism; activation, % at 10 µM; 0.15% of 270,000 active; AID 1259423; HEK293T NPYLR7/Galpha15, GCaMP6s calcium fluorescence; in the data active = activation above about 40%;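 also: 0% = vehicle and 100% = reference agonist at the receptor; some compounds past the cut are filed as inactive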
# mcGAS lum = inhibitors of mouse cGAS; 0.15% of 160,000 active; inhibition, % at 12.5 µM; Q8C6L5; recombinant cGAS, Kinase-Glo ATP depletion luminescence;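 also: 0% = negative control wells and 100% = reference inhibitor with no enzyme activity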
# Active calls of the source: *; x = not tested or not shown; & = joins results of further samples. Rule as the data show it, unless noted: active = inhibition above about 40%; inactive = the rest.
SMILES,hcGAS lum,NPYLR7 agonist,mcGAS lum
CN1CC2(CCCN(CCCCOc3ccccc3)C2)OC1=O (stereo not given),-4,2,x
Cc1nc(Cl)cc(N2CCN(CCOc3ccccc3)CC2)n1,-7,1,x
c1ccc(-c2cnc3ccccc3c2)c(OCCn2ccnc2)c1,-3,7,x
CCOC(=O)C1(Cc2ccccc2C)CCCN(C(=O)CCCn2cncn2)C1 (stereo not given),-8&-4,2&-6,-4
O=C(NC(c1cccnc1)C(F)(F)F)c1cccc2ccnn12 (stereo not given),-5,-1,x
O=C(c1ccccc1)N1N=C(c2ccc([N+](=O)[O-])cc2)CC1c1ccccc1 (stereo not given),1,-5,-6
CC(C)N(Cc1ccccc1)c1ncnc(N)c1[N+](=O)[O-],-4,-6,-3
C/C(=C\c1ccccc1)C1Nc2ccccc2C(=O)N1C (stereo not given),1,-2,1
CC(C)(C)n1nc2c(c1NC(=O)c1ccc(S(=O)(=O)N3CCOCC3)cc1)CSC2,-3,0,-8
CCC(C(=O)Nc1c(C)nc2sccn2c1=O)c1ccccc1 (stereo not given),-10,9,-7
Nc1nc(Nc2ccc(Cl)cc2)nc(NCC2CCCO2)c1[N+](=O)[O-] (stereo not given),-6,1,x
Cc1ccc(C(=O)NCCOc2ccc(-c3ccc(C)cc3)nn2)cc1,-8,-4,-2
C[C@H](C(=O)NCC(C)(C)C)N1Cc2ccc(N3CCOCC3)nc2C1=O,-7,5,x
CC(=O)Nc1cnc(-c2ccccc2CN(C)C)cn1,-9,4,x
CCCCCCNC(=O)Cc1csc(NC(=O)CN(C(=O)c2ccc(Cl)c(Cl)c2)C(C)C)n1,-1,-5,2
Clc1cc(CNCC2COc3ccccc3O2)cc2c1OCCO2 (stereo not given),-15,14,-7
COCCN(CC(=O)N(CCc1c[nH]c2ccccc12)Cc1ccccc1OC)C(=O)c1cccc(Cl)c1,-4,9,-6
CCCCOCCOCC(=O)N1CCN(Cc2cccc(-c3noc(-c4cccc(Cl)c4)n3)c2)CC1,-8,24,-4
O=C(Nc1cccc(OCc2cscn2)c1)N1CCOCC1,-9,0,x
COC(=O)C1C(=N)OC2=C(C(=O)CCC2)C1c1ccc(Br)cc1 (stereo not given),-1,3,-4
O=C(c1ccccc1C(F)(F)F)N1CCN(C(c2ccccc2)c2ccc(Br)cc2)CC1 (stereo not given),-1,-10,-1
O=C(CSC1=NS(=O)(=O)c2cc(Cl)ccc2N1)NCCc1ccccc1,-1,14,x
CCCCCCCCCCCC(=O)N(Cc1ccccc1)C(CC)c1nc2ccccc2c(=O)n1-c1ccc(OC)cc1 (stereo not given),-3,x,-6
COC1CCN(Cc2cn(-c3ccc(F)cc3F)nc2-c2ccccc2C)CC1,-1,9,-15
Cn1cc(CC(C#N)C(=O)Nc2cccc(O)c2)c2ccccc21 (stereo not given),3,1,x
CC(C)c1nccc(CN(C)Cc2ncc[nH]2)n1,-6,0,-13
CON(C)C(=O)C(C(C)C)n1cnc2cc(F)c(F)cc21 (stereo not given),-10,-1,-7
O=C(c1ccc(F)cc1)N(Cc1nccn1Cc1ccc(C(F)(F)F)cc1)C1CC1,-7,22,-4
CS(=O)(=O)c1ccc2c(c1)N(Cc1ccn(-c3ccccc3)n1)CCO2,-4,5,x
COc1ccc(C2c3[nH]c4ccccc4c3CCN2CCCn2cccn2)cc1C (stereo not given),-8,15,-10
O=C(c1cc(-n2cccc2)ccc1O)N1CCC2(CC1)C(=O)Nc1ccccc12,2,-6,x
COc1ccccc1-c1nc(COC(=O)c2nnn(-c3ccc(Br)cc3)c2C)c(C)o1,-6,7,-6
CCOc1nc(-c2ccc(OC)cc2)n(-c2ccc(NC(=O)c3ccc(C(F)(F)F)cc3)cc2)n1,0,4,-4
CCN(CC)C(=O)CSc1nc(N)c(NC(=O)c2ccc(Br)cc2)c(=O)[nH]1,-2,4,-6
COc1ccc(OC)c(CN2CCCn3cccc3C2c2ccoc2)c1 (stereo not given),-1,10,-3
CCCc1nc(N2CCCN(C(=O)c3cccc([N+](=O)[O-])c3)CC2)c2c(C)nn(-c3ccccc3)c2n1,-7,x,-7
OC1CCN(c2ccnc(N3C[C@H]4C[C@H](O)[C@H](O)C[C@H]4C3)n2)CC1,-6,x,-14
CCc1cc(C(=O)N2CCCC(CCc3ccc(F)cc3)C2)ccn1 (stereo not given),-3,x,-10
c1cncc(CN2CN=C3NC(c4cccs4)n4c(nc5ccccc54)N3C2)c1 (stereo not given),-6,2,-7
Cn1cc(C=Nc2ccccc2)c2ccccc21,-13,-1,x
CCOc1nn(CC)cc1C(=O)N1CC(C)CC(C)C1 (stereo not given),-7,2,x
CCC(C)(NC(=O)Cc1c(C)nn(-c2nc(C)cc(C)n2)c1C)C(=O)OC (stereo not given),-3,2,x
Cc1[nH]nc2c1C(C1CC=CCC1)C(C#N)C(=N)O2 (stereo not given),0&-5,-6&-1,-3
O=C(NCc1cn2ccsc2n1)Nc1ccccc1N1CCOCC1,-10,18,x
O=C1C=CC(=O)N1c1ccc(F)c(Cl)c1,9,-4,x

# The closing two compounds of the part above come first, to join the parts:
SMILES,hcGAS lum,NPYLR7 agonist,mcGAS lum
O=C(NCc1cn2ccsc2n1)Nc1ccccc1N1CCOCC1,-10,18,x
O=C1C=CC(=O)N1c1ccc(F)c(Cl)c1,9,-4,x
CCN(CCN1CCCC1)C1CCNCC1,-2,22,x
Cc1ccc(C(O)CNC(=O)c2cccc(C#N)c2)cc1 (stereo not given),0,2,x
Cc1cccc(N2CCN(CC(=O)Nc3ccc(SC(F)F)cc3)CC2C)c1 (stereo not given),-4,8,x
CCc1nc2ccc(C(=O)N(C)Cc3ccco3)cn2c1N(CC)Cc1ccc(OC)c(OC)c1,-4,-9,-4
O=C(CC1C(=O)NC2(CCCC2)CN1Cc1c[nH]c2cc(F)ccc12)NCc1ccccn1 (stereo not given),-4,21,x
Nc1nc(-c2ccco2)nc(N2CCCCC2)n1,-2,11,-6
C/C=C\COC1CCCN(C(=O)Nc2cccc(Cl)c2)C1 (stereo not given),2,-13,-1
O=C1C(Oc2ccc(Cl)cc2)C(c2ccc3c(c2)OCO3)N1CC1CCCO1 (stereo not given),-6,4,x
COc1cc(C=CC(=O)Nc2ccc3c(c2)OCCO3)cc2c1OCCO2,-1,-7,x
COc1ccc(OC)c(CN(Cc2ccco2)C(=O)C(OC(C)=O)c2ccccc2)c1 (stereo not given),-4,-6,-5
COc1cc(-c2nc3ccc(Br)cn3c2NC2CCCCC2)ccc1OS(=O)(=O)c1ccccc1,-9,-5,-12
CCC1CN(Cc2cnc(C)cn2)CCS1 (stereo not given),-1,17,x
COC(=O)C1CCCCN1C(=O)c1cn(C2CCCCC2)nn1 (stereo not given),-9,5,x
Cn1c(Cl)nc(Cl)c1CNCc1ccc(F)cc1,-7,19,x
COc1ccc(OC)c(CCNC(=O)/C=C/c2cnc(C)s2)c1,-4,0,x
Cc1ccncc1C(=O)N1CCCn2nc(C(=O)NCCN(C)C)cc2C1,4,-13,x
Cc1noc(C)c1-n1c(CCNc2ccccc2)n[nH]c1=O,-5,-1,-10
COC(=O)c1cccc(S(=O)(=O)N2CCCC2CN(C)C)c1C (stereo not given),-6,-2,x
CS(=O)(=O)Nc1ccc(Br)cc1Cl,-4,6,x
Cc1nc2ncc3c(=O)n(C4CCCC4)ccc3n2n1,-8,3,x
CCn1nc(C)c(CN2CCCC3(C2)C(=O)Nc2ccccc23)c1C (stereo not given),-7,0,x
O=C(Nc1ccc(N2CCCCC2)c(C(=O)N2CCCC2)c1)C(c1ccccc1)c1ccccc1,-3,22,-4
COc1ccc(CCOc2nc(-c3ccco3)n(-c3ccc(NC(=O)c4ccc(F)cc4)cc3)n2)cc1,-13,22,-3
CCOC(=O)c1nn(-c2ccccc2Cl)c(=O)cc1OS(=O)(=O)c1cc(C)ccc1OC,-9,-1,-6
Cc1csc2nc(O)c(C(=O)NCCN(C)C)c(=O)n12,-3,-1,-4
O=C(NC1CCCC1)c1nnn(-c2ccccc2)c1CSc1ncccn1,-10,-7,-10
COc1ccccc1N1CCC(N2CCCC(CO)(Cc3ccccc3)C2)CC1 (stereo not given),-10,12,-9
Cc1occc1C(=O)N(C)CCCCN(C)C(=O)c1ccoc1C,-9,-2,-15
N#CCCN(CC1CC1)S(=O)(=O)/C=C/c1ccccc1,-6,3,x
Cc1cc(C)cc(-n2c(SCC(=O)NC3CCCCC3)nc3c(c2=O)SCC3)c1,-4,-4,-6
O=C(NCc1ccc(Cl)cc1Cl)C1CSCCS1 (stereo not given),-8,-18,x
CN(Cc1ccc(-n2cccn2)cc1)Cc1ncc[nH]1,-1,14,x
C=CCNCC(=O)N1CCc2sccc2C1COc1ccccc1OC (stereo not given),0,26,x
O=C(Cc1ccc(F)cc1)NCCc1csc2nc(-c3ccccc3F)nn12,-5,-5,-8
Cc1ccn(S(=O)(=O)c2c(C)c(C)cc(C)c2C)n1,-15,26,-10
O=C(c1ccco1)N1CCN(c2ncnc3sc4c(c23)CCCC4)CC1,-8,8,x
O=c1oc2ccc(Br)cc2cc1-c1csc(Nc2ccc(Br)cc2)n1,-6,9,-1
COc1cccc(NC(=O)c2ccccc2NC(=O)CN2CSCC2=O)c1,-2,5,x
CN(C)C1(CN)CCCCC1,-3,-19,x
O=C(CC1CSc2nc3c(c(=O)n21)CCC3)NCCC1=CCCCC1 (stereo not given),-3,-5,x
CCc1c(C)nc(-n2nc(C)cc2NC(=O)c2ccco2)[nH]c1=O,-9,12,-7
CCCCCCCCn1c(N2CCN(Cc3ccccc3)CC2)nc2c1c(=O)[nH]c(=O)n2C,0,2,x
O=C(NCc1ccccn1)C(C1CCCC1)N1CCN(C(=O)c2ccccc2F)CC1 (stereo not given),-5,-8,0
CCOC(=O)C1CCN(c2cc(Oc3ccc(Cl)cc3)ncn2)CC1,-2,-6,-9
CCCCNC(=O)C1(C)CCN1Cc1ccc(C#N)cc1 (stereo not given),-13,0,x
COc1cc(-c2ccnc(N3CCN(C(=O)c4ccco4)CC3)n2)cc(OC)c1OC,-7,1,-8
CC(C)CN1C(=O)c2cccc3cc(Br)cc(c23)C1=O,-6,-1,x
CCN(CC)CCn1c2ccccc2c2nc3ccccc3nc21,8,-2,x
Cc1cccc(-c2noc(N3CCOCC3)c2CN(CC2CCCO2)C(=O)c2ccc(Cl)cc2)c1 (stereo not given),-3,9,-3
CCc1nc(C)sc1CN1CC(C(=O)O)CC1=O (stereo not given),-3,1,-7
Cc1ccc(N2CC(C(=O)Nc3cc(-c4cccs4)nn3-c3nc(C)c(C)c(=O)[nH]3)CC2=O)cc1 (stereo not given),-6,-4,x
CCCc1ccc(C2CC(=O)Nc3cc4c(cc32)OCO4)o1 (stereo not given),-1,2,x
C#CCOCC(O)CN(Cc1cccc(F)c1)CC1CC(c2ccccc2Cl)=NO1 (stereo not given),1,-4,2
CCc1c(C)nc(-n2nc(C)cc2NC(=O)c2cccs2)[nH]c1=O,-9,11,-7
Fc1ccccc1-c1noc2nc(NCCN3CCCC3)ccc12,-7,-2,-5
Cc1nonc1CC(=O)N1CCCC(Nc2ccc(C(C)C)cc2)C1 (stereo not given),-5,3,-4
Cc1cc(C(=O)NCC2CCCN(Cc3ccc4c(c3)Cc3ccccc3-4)C2)no1 (stereo not given),-3,15,-7
Cc1[nH]nc(CCC(=O)N2C[C@H](N(C)C)C[C@H]2CO)c1C,-1,16,x
Nc1nc2ncc(CNc3ccc(C(=O)N[C@@H](CCC(=O)O)C(=O)O)cc3)nc2c(=O)[nH]1,-2&-3&1,-7&-3&-6,x
CN(C)C1CCCN(C(=O)c2ccc(-c3ccn[nH]3)cc2)CC1 (stereo not given),-2,1,x
# Later entries
SMILES,hcGAS lum,NPYLR7 agonist,mcGAS lum
Cc1nn(C)c(C)c1CCC(=O)N(C)Cc1cc(C(C)C)no1,-4,13,x
O=C(Nc1ccccc1)Nc1cccc(NC(=O)C2CCCN2S(=O)(=O)c2ccc(F)cc2)c1 (stereo not given),-7,-2,x
COCCCN(CC(=O)N(CCc1c[nH]c2ccccc12)Cc1ccc(OC)c(OC)c1)C(=O)C(C)(C)C,-4,19,-7
CC(C)C(C(=O)O)N1C(=O)/C(=C/c2ccc(F)cc2)SC1=S (stereo not given),-1,-3,11
Cc1[nH]n(-c2nc(-c3ccc(Br)cc3)cs2)c(=O)c1N=Nc1ccc(C(N)=O)cc1,3,-5,-6
COc1ccc(C=c2sc(=C(C#N)C#N)n(-c3ccccc3OC)c2=O)cc1,-1,14,x
Cc1nc(-n2nc(C3CC3)cc2NC(=O)c2ccccc2C(F)(F)F)[nH]c(=O)c1C,1,17,x

# Given with two lines to a compound: entries from further up.
# The line under a structure holds: hcGAS lum	NPYLR7 agonist	mcGAS lum
- O=C(Nc1ccccc1)Nc1cccc(NC(=O)C2CCCN2S(=O)(=O)c2ccc(F)cc2)c1 (stereo not given)
  -7	-2	x
- COCCCN(CC(=O)N(CCc1c[nH]c2ccccc12)Cc1ccc(OC)c(OC)c1)C(=O)C(C)(C)C
  -4	19	-7
- CC(C)C(C(=O)O)N1C(=O)/C(=C/c2ccc(F)cc2)SC1=S (stereo not given)
  -1	-3	11
- Cc1[nH]n(-c2nc(-c3ccc(Br)cc3)cs2)c(=O)c1N=Nc1ccc(C(N)=O)cc1
  3	-5	-6
- COc1ccc(C=c2sc(=C(C#N)C#N)n(-c3ccccc3OC)c2=O)cc1
  -1	14	x
- Cc1nc(-n2nc(C3CC3)cc2NC(=O)c2ccccc2C(F)(F)F)[nH]c(=O)c1C
  1	17	x

# In a second layout: entries from further up
Structure | hcGAS lum | NPYLR7 agonist | mcGAS lum
COCCCN(CC(=O)N(CCc1c[nH]c2ccccc12)Cc1ccc(OC)c(OC)c1)C(=O)C(C)(C)C | -4 | 19 | -7
Cc1nc(-n2nc(C3CC3)cc2NC(=O)c2ccccc2C(F)(F)F)[nH]c(=O)c1C | 1 | 17 | x

# Hits appear at their usual frequency; about 0.29% have a hit in one of these screens.
